# procasp7 counter: procaspase-7 activators, primary screen, counter-screen for procaspase-3 activator project, biochemical, absorbance, HTS, human; 0.093% of 330,000 active; recombinant procaspase-7, Ac-DEVD-pNA absorbance 405 nm; D23A/D198A/D206A triple mutant, cannot self-cleave; scale: DMSO 0, 5 µM enzyme 100; AID 463210, 2010; activation, % at 8.5 µM; Caspase-7 (Homo sapiens), P55210;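 active means percent activation above the screen-wide mean plus 3 SD, cut at about 25% in these data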
#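 Assay system: Uncleavable procaspase-7 mutant enzyme / Input: 2 µM procaspase-7 mutant as dispensed / Dosing: single nominal 8.5 µM compound dose, 0.8% DMSO final / Timing: 1 h enzyme–compound preincubation and 2 h substrate reaction, both 25 °C / Detection: p-Nitroaniline absorbance at 405 nm, read at 0 and 120 min / Replication: singlicate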
# RPL19A-GFP yeast: RPL19A-GFP expression modulators in yeast, primary screen, cell-based, S. cerevisiae, multiplex flow cytometry, MLPCN | S. cerevisiae RPL19A-GFP strain, 3 h; hits give low values | percent response vs DMSO, % at 10 µM | 0.3% of 330,000 active;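 active means percent response vs DMSO below 50%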;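 further: median channel GFP fluorescence of the barcoded RPL19A-GFP strain; ratio of sample median GFP to plate DMSO average so 100% = DMSO; lower means less RPL19A-GFP as with rapamycin TOR inhibition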
# EBNA-1 inhibitor: EBNA-1 DNA-binding inhibitors, primary screen, biochemical, fluorescence polarization | inhibition, % at 14.8 µM | 0.34% of 300,000 active | AID 1950, 2009; in the data active means inhibition above about 28%
# ZTA counter: ZTA (EBV) inhibition in EBNA-1 counter-screen; ZTA-DNA binding, fluorescence polarization; AID 2234; inhibition, % at 11 µM; 0.15% of 320,000 active; P03206; in the data active means inhibition above about 33%
# LAP4 TOR yeast: modulators of LAP4-GFP expression in yeast, primary screen, S. cerevisiae, multiplex flow cytometry, MLPCN library; 3 h; median GFP as percent of DMSO wells; 0.34% of 320,000 active; GFP response vs DMSO, % at 10 µM;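 active means GFP response vs DMSO above a set limit, about the screen mean plus 3 SD, cut at about 150% in these data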
# AHR act: AHR activators, primary screen, cell-based, luminescence, luciferase reporter, human. Aryl hydrocarbon receptor (Homo sapiens), P35869. AHR-responsive luciferase reporter cells. activation, % at 5 µM. 2.5% of 320,000 active; in the data active means activation above about 47%;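 further: 0% = vehicle wells and 100% = reference agonist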
# Target sequence (P35869 whole entry, looked up): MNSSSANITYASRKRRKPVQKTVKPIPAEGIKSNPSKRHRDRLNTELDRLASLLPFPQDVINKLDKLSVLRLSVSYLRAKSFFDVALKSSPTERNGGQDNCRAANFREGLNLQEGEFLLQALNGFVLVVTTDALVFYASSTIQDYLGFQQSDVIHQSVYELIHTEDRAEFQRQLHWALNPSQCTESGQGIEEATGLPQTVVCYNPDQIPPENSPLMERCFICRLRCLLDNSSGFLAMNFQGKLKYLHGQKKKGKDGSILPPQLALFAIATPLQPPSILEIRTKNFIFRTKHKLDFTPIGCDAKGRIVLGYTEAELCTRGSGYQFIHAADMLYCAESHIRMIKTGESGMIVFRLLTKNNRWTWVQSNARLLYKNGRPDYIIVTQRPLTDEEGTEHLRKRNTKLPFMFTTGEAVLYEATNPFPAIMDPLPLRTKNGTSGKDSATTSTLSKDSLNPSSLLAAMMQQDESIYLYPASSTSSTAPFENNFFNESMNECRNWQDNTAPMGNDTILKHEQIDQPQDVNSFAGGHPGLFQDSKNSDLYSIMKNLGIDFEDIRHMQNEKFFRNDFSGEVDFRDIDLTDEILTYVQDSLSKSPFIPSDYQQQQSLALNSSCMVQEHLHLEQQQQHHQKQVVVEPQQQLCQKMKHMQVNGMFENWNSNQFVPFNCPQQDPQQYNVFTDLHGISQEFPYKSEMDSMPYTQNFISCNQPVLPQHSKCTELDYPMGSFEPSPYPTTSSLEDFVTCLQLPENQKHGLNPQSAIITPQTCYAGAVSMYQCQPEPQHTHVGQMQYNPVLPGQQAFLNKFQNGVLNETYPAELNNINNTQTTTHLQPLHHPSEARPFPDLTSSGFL
# MEP2 TOR yeast: modulators of MEP2-GFP levels in yeast, primary screen, S. cerevisiae, multiplex flow cytometry, MLPCN library. S. cerevisiae MEP2-GFP strain, 3 h; 100% = DMSO control level. GFP response vs DMSO, % at 10 µM. 0.51% of 330,000 active. AID 2016, 2009;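 active means GFP response versus DMSO above a set limit, roughly screen mean plus 3 SD, cut at about 180% in these data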;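 further: median GFP fluorescence of the barcode-gated MEP2-GFP cells per well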
# procasp3 activ: activators of human procaspase-3 D3A mutant, primary screen, biochemical, absorbance, PC-3 D3A mutant, single concentration | Caspase-3 (Homo sapiens), P42574 | recombinant procaspase-3 D3A, Ac-DEVD-pNA absorbance 405 nm | activation, % at 8.5 µM | 0.11% of 330,000 active;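 active means activation above the mean of all tested compounds plus 3 SD, cut at about 21% in these data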;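 further: 0% = DMSO alone and 100% = DMSO wells spiked with extra 5 µM PC-3 D3A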
#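 assay system = Procaspase-3 D3A mutant | signal = absorbance at 405 nm, 0 and 120 min | times = 1 h preincubation plus 2 h reaction at 25 °C | repeats = single replicate | read-out = % activation between DMSO and enzyme-spiked controls | medium = Zinc-free HEPES saline buffer with Triton X-100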
# * = called active by the depositor; / = no result given.
# Sample of the layout, 7 compounds:
Structure	procasp7 counter	RPL19A-GFP yeast	EBNA-1 inhibitor	ZTA counter	LAP4 TOR yeast	AHR act	MEP2 TOR yeast	procasp3 activ
CCc1cccc2c(C(=S)N3CCOCC3)c[nH]c12	-7	105	6	13	88	-1	98	4
CCC(=O)NCCc1nc2ccccc2n1CC	0	98	-3	-6	105	1	97	4
S=C(NCc1cccs1)Nc1cccc(Cl)c1	-2	99	-2	19	102	2	105	-5
Cc1ccsc1C(=O)c1sccc1C	3	89	10	7	105	-1	101	-14
Cc1ccc(N(Cc2cc3ccc(C)cc3[nH]c2=O)C(=O)c2ccco2)cc1	-13	96	-1	-1	101	2	96	-15
Cc1ccc(NC(=O)NCc2ccccn2)cc1Cl	9	103	3	3	84	8	85	4
NNC(=O)CSc1ncc(-c2ccccc2)[nH]1	14	96	-4	12	87	12	97	2

# The whole of this part, from the start:
Structure	procasp7 counter	RPL19A-GFP yeast	EBNA-1 inhibitor	ZTA counter	LAP4 TOR yeast	AHR act	MEP2 TOR yeast	procasp3 activ
CCc1cccc2c(C(=S)N3CCOCC3)c[nH]c12	-7	105	6	13	88	-1	98	4
CCC(=O)NCCc1nc2ccccc2n1CC	0	98	-3	-6	105	1	97	4
S=C(NCc1cccs1)Nc1cccc(Cl)c1	-2	99	-2	19	102	2	105	-5
Cc1ccsc1C(=O)c1sccc1C	3	89	10	7	105	-1	101	-14
Cc1ccc(N(Cc2cc3ccc(C)cc3[nH]c2=O)C(=O)c2ccco2)cc1	-13	96	-1	-1	101	2	96	-15
Cc1ccc(NC(=O)NCc2ccccn2)cc1Cl	9	103	3	3	84	8	85	4
NNC(=O)CSc1ncc(-c2ccccc2)[nH]1	14	96	-4	12	87	12	97	2
CC1(C)Cc2nc3oc4c(NCc5ccccc5)ncnc4c3cc2CO1	-7	96	7	2	103	13	105	-3
CC1CCCN(C(C(=O)Nc2ccc(C(C)C)cc2)c2ccc3c(c2)OCO3)C1 (stereo unspecified)	8	100	4	-16	89	0	92	7
COc1ccc(C(=O)NC(=S)NNC(=O)c2ccco2)cc1	-17	109	5	1	94	6	100	-4
N#Cc1cc2ccccc2nc1SCC(=O)Nc1ccccc1N1CCOCC1	-2	110	2	-17	103	3	105	1
O=[N+]([O-])c1cccc(/C=N/NC2CCS(=O)(=O)C2)c1 (stereo unspecified)	-28	99	-11	-22	105	7	100	-15
CCOC(=O)c1cnc(-n2nc(C)cc2C)nc1NCc1ccccc1	-3	104	-4	4	117	-7	103	2
COc1cccc(/C=N\NC(=O)C2C(=O)NCC2c2ccccc2)c1O (stereo unspecified)	8	98	-16	7	92	5	94	5
O=C(Nc1cccnc1)c1cc2c(ccc3ccccc32)o1	-2	94	-2	-28	104	8	97	-6
CCOC(=O)CSc1nnc(NC(=O)c2cccc(S(=O)(=O)N3CCCCCC3)c2)s1	2	100	13	13	104	-3	108	1
COc1cccc(-c2noc(-c3ccc(Br)o3)n2)c1	6	108	1	11	103	84*	104	0
COCc1ccc(C(=O)N2CCC(CCC(=O)Nc3cccc(C)c3)CC2)s1	-2	105	9	5	103	-18	106	-1
COCCNC(=O)C(c1cccnc1)N(Cc1ccccc1)C(=O)Cn1nnc2ccccc21 (stereo unspecified)	3	92	-5	12	92	1	85	5
O=C1CC(N2CCOCC2)C(=O)N1CCc1ccccc1 (stereo unspecified)	-7	99	-9	6	106	9	105	-5
Cc1ccccc1C(=O)N/N=C/c1ccc([N+](=O)[O-])s1	-1	100	-4	-2	138	-7	103	13
Nc1cnnc(N/N=C\c2ccccc2)c1Cl	-1	96	4	3	102	24	96	-3
CCOC(=O)c1[nH]c(C)c(C(=O)Nc2ccc3c(c2)OCCO3)c1C	0	94	8	0	96	8	95	6
Cc1cccc(NC(=S)NC2CC3CCCC(C2)N3Cc2ccccc2)c1C (stereo unspecified)	-3	98	0	24	90	4	100	-2
CC1CCN(CC(=O)NCCc2ccc(F)cc2)CC1	5	103	0	8	122	5	120	0
CNC(=S)N1N=C(c2ccc(C)cc2)CC1c1ccc(Br)cc1 (stereo unspecified)	8	102	-13	-19	91	2	105	10
O=C(Nc1cc(Oc2ccccc2)cc([N+](=O)[O-])c1)C12CC3CC(C1)CC(n1cnc(Cl)n1)(C3)C2	9	98	1	22	101	3	105	-8
C=CCN(CC=C)CCOc1cccc2ccccc12	-1	102	0	-4	94	0	100	-2
Cc1ccc(S(=O)(=O)CCC(=O)N(CCN2CCOCC2)c2nc3ccccc3s2)cc1	0	98	-2	6	117	5	97	5
NC(=NCCc1ccccc1)NS(=O)(=O)c1ccccc1F	5	104	-8	1	109	0	104	11
COc1ccccc1NC(=O)c1ccc(NC(=O)CN(C)Cc2ccccc2F)cc1	9	106	-1	-8	110	3	135	3
Cc1nn(C)cc1S(=O)(=O)Nc1ccc2c(c1)OCCO2	2	96	2	-5	102	2	104	-6
C/C(=N\NC(=O)OC(C)(C)C)c1ccc[nH]1	1	100	5	-3	96	8	96	-6
C/C(CC(=O)Nc1ccc(Cl)c(C(F)(F)F)c1)=N\NC(N)=S	1	96	-6	-19	116	1	96	-4
Cc1ccc(Cn2c(SCC(=O)NCC3CCCO3)nc3ccsc3c2=O)cc1 (stereo unspecified)	6	99	-2	5	103	1	96	-3
O=C(COc1ccccc1)NNC(=O)c1cc2ccccc2o1	-4	100	-5	1	100	-1	108	-2
COc1ccc(NC(=O)COC(=O)CCSc2ccccc2)cc1OC	2	97	/	/	92	-1	91	-2
Cc1ccnc(N2CCC(C(=O)Nc3cccc(C(F)(F)F)c3)CC2)n1	-2	103	-2	3	125	1	105	10
CC(C)N(CCCNC(=O)C1CCC(CNS(=O)(=O)c2ccccc2)CC1)Cc1ccccc1 (stereo unspecified)	0	102	-1	-8	101	-1	106	9
CCOC(=O)c1ccc(Oc2ccc(C(F)(F)F)cn2)cc1	1	99	-5	-5	90	-2	96	-9
O=C(Nc1ccncc1)c1ccc(Cl)c([N+](=O)[O-])c1	-5	103	0	-1	105	1	133	3
CC1CCN(C(=O)c2ccc([N+](=O)[O-])o2)CC1	8	105	8	-2	106	0	107	5
O=C(NC1CCCCCC1)C1CC(=O)N(Cc2ccccc2)C1 (stereo unspecified)	-8	95	6	1	/	30	114	5
COC(=O)c1cc2occc2n1Cc1nc(-c2ccc(Cl)cc2)oc1C	-2	102	0	-4	94	8	92	1
COc1cc(O)c(C(CC(=O)N2CCCC(C)C2)c2cc(OC)c(OC)c(OC)c2)c(OC)c1 (stereo unspecified)	0	95	-3	2	128	0	92	5
Cn1c(=O)c2c(nc(CN3CCN(c4ccccc4)CC3)n2Cc2c(F)cccc2Cl)n(C)c1=O	3	93	-6	-8	90	3	95	6
COC(=O)CSc1ccnc2cc(Cl)ccc12	6	98	3	7	108	1	100	-4
COc1cccc2cc(C(=O)C3=C(O)C(=O)N(CCN4CCOCC4)C3c3cccc(Cl)c3)oc12 (stereo unspecified)	-24	105	11	5	92	5	104	-3
O=C(CCC(=O)NC1CCCCCC1)Nc1nnc(C(F)(F)F)s1	11	91	8	-8	90	-1	96	14
O/N=C(/c1ccc(F)cc1)C1CC1c1c(F)cccc1Cl (stereo unspecified)	9	95	0	-10	111	4	103	-1
COCCCNC(=O)CSc1nc2sc(C(=O)OC)c(C)c2c(=O)n1N	12	94	-5	3	97	-1	100	-4
CC1(C)CC(=O)c2cc(OCC(=O)NCc3cccnc3)ccc2O1	4	96	6	1	91	4	91	4
COc1ccc(C(=O)N2CCN=C2c2ccccc2)cc1OC	12	102	-1	-8	99	8	106	16
CCOC(=O)C(=O)NNc1cccc(C)c1C	-2	105	1	-22	102	7	108	-1
COCCN1Cc2cccc(C(=O)NC(C)CCc3ccco3)c2C1=O (stereo unspecified)	0	109	8	4	100	2	106	5
O=C(c1ccc(Cl)cc1)n1c(NCc2ccccc2)n[nH]c1=S	-13	94	-6	10	95	3	102	1
O=C(c1cccc(C(F)(F)F)c1)N1CCN(C2CCCCC2)CC1	-6	99	-1	8	111	3	104	1
[N-]=[N+]=NC1CC(CO)OC1n1ccc(=O)[nH]c1=O (stereo unspecified)	-5	95	-14	-19	102	2	102	7
COc1ccc(NC(=O)CSCC(=O)N(C)Cc2c(F)cccc2Cl)cc1	5	103	-3	-7	111	2	103	7
COc1ccc(-c2noc3c2-c2nc(-c4c(F)cccc4F)sc2CC3)cc1	7	94	-3	-3	110	11	89	5
O=C(CCN1C(=O)c2ccccc2C1=O)C1=NN[C@@H]2C(=O)N(c3cccc(F)c3)C(=O)[C@H]12	3	102	6	-2	92	0	103	-5
Cc1ccc(N(Cc2ccc(C(=O)NN=C3CCN(C)CC3)cc2)S(C)(=O)=O)cc1C	-15	108	-3	-18	94	3	101	-11
COc1ccc(C2N(c3ccc(OC)cc3)C(=O)C3CCCN32)cc1 (stereo unspecified)	6	103	8	-7	101	-2	102	3

# Complete entries as entered above:
# Results for `O=C(c1ccc(Cl)cc1)n1c(NCc2ccccc2)n[nH]c1=S` = procasp7 counter: -13; RPL19A-GFP yeast: 94; EBNA-1 inhibitor: -6; ZTA counter: 10; LAP4 TOR yeast: 95; AHR act: 3; MEP2 TOR yeast: 102; procasp3 activ: 1
# Results for `CC1(C)CC(=O)c2cc(OCC(=O)NCc3cccnc3)ccc2O1` = procasp7 counter: 4; RPL19A-GFP yeast: 96; EBNA-1 inhibitor: 6; ZTA counter: 1; LAP4 TOR yeast: 91; AHR act: 4; MEP2 TOR yeast: 91; procasp3 activ: 4
# Results for `O=C(CCC(=O)NC1CCCCCC1)Nc1nnc(C(F)(F)F)s1` = procasp7 counter: 11; RPL19A-GFP yeast: 91; EBNA-1 inhibitor: 8; ZTA counter: -8; LAP4 TOR yeast: 90; AHR act: -1; MEP2 TOR yeast: 96; procasp3 activ: 14
